Screening data from PubChem BioAssay.
HGIII-sPLA2 inh – human group III sPLA2 inhibitors, primary screen, biochemical, QFRET, BODIPY PC-A2 liposome substrate; Group 3 secretory phospholipase A2 (Homo sapiens), Q9NZ20; actives 0.56% (n = 370,000); inhibition, % at 12.2 µM; AID 743126, 2013; QFRET BODIPY PC-A2 liposome hydrolysis, fluorescence;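 active means inhibition above mean plus 3 SD of compounds lying within the high and low control bounds, cut at about 19% in these data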;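 further: 0% = median of test compound wells and 100% = no enzyme DMSO wells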
Tn6 DDE FP – inhibitors of Tn6 peptide binding to fibrin DD(E), primary screen, biochemical, fluorescence polarization, human fibrin, Tn6 probe | Fibrin DD(E) TRITC-Tn6 fluorescence polarization displacement | inhibition, % at 8.3 µM | actives 0.21% (n = 370,000) | AID 720509, 2013;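 active means inhibition above a per-campaign cutoff: mean of compounds within control limits plus 3 SD, cut at about 15% in these data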;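 further: 0% = median of all compound wells on the plate and 100% = blocking peptide control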
ARFGAP1 inhibitor – inhibitors of rat ARFGAP1 GAP activity, primary screen, biochemical, fluorescence polarization, GDP tracer | actives 0.26% (n = 360,000) | inhibition, % at 16.5 µM | Arfgap1-stimulated ARF1 GTP hydrolysis, GDP FP detection | AID 651572, 2012;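 active means inhibition above a per-plate limit, mean inhibition of low control wells plus 3 SD, cut at about 25% in these data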;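 further: 0% = DMSO wells with enzyme and 100% = wells lacking Arfgap1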
Target sequence (Q62848 1-136 limits assumed): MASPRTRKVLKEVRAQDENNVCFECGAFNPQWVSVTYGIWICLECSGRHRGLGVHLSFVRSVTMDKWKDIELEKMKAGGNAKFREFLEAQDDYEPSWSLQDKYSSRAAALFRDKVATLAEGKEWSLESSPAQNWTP
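Repeats: one replicate per compound; assay system: rat Arfgap1 catalytic domain, aa 1-136; times: enzyme reaction 120 min at 25 °C after 20 min preincubation; detection: FP of antibody-bound GDP Alexa 633 tracer, ex 620/em 688 nm; benchmarks: high control wells lacking Arfgap1, low control full reaction with DMSO; reagent: human ARF1(Δ1-17)-GTP substrate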
PLCg1 inh – PLC-gamma1 enzyme inhibitors, primary screen, biochemical, fluorescence, purified enzyme | 1-phosphatidylinositol 4,5-bisphosphate phosphodiesterase gamma-1 (Homo sapiens), P19174 | fluorogenic substrate | inhibition, % at 12.2 µM | actives 0.84% (n = 370,000); in the data active means inhibition above about 9.5%
DDE Tn7 FP inh – inhibitors of Tn7 peptide binding to fibrin DD(E), primary screen, biochemical, fluorescence polarization, human fibrin, Tn7 probe. Fibrinogen beta chain (Homo sapiens), P02675. FP displacement of FITC-Tn7 peptide from fibrin DD(E); 0% = median of compound wells per plate. inhibition, % at 8.3 µM. actives 0.13% (n = 370,000). AID 720508, 2013;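 active means inhibition above the mean of compounds falling within the control limits plus 3 SD of them, cut at about 14% in these data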;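 further: 0% = plate median of compound wells and 100% = 10 µM Aha-Tn7 peptide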
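Assay system: Human clot-derived fibrin DD(E) complex | Buffer or medium: Tris/NaCl/CaCl2 buffer, pH 7.8 | Repeats: One replicate per compound | Benchmarks: Aha-Tn7 high control | Measure: % inhibition scaled between sample-field median and high-control FP | Schedule: 10 min plus 3 h, room temperature | Signal: Fluorescence polarization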
PLC-beta3 inh – human PLC-beta3 inhibitors, primary screen, biochemical, fluorescence | inhibition, % at 12.2 µM | actives 0.18% (n = 370,000) | 1-phosphatidylinositol 4,5-bisphosphate phosphodiesterase beta-3 (Homo sapiens), Q01970 | Purified PLC-beta3, fluorogenic substrate; in the data active means inhibition above about 11%;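 further: 0% = median of compound wells on plate and 100% = full blocker control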
Rev-erbA mod – modulators of Rev-erb alpha DNA binding, primary screen, biochemical, FITC-DNA, fluorescence polarization, uHTS; Nuclear receptor subfamily 1 group D member 1 (Homo sapiens), P20393; AID 1259318, 2017; actives 0.79% (n = 370,000); activity, % at 10 µM; Rev-erbα–FITC-DNA binding, 90 min;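 active means activity above about 14%, limit read from the data; passing the limit was not always enough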;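 further: 0% = DMSO wells with 35 nM protein and 100% = DMSO wells with 750 nM protein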
ASAP1 inh – inhibitors of human ASAP1 ArfGAP activity, primary screen, biochemical, fluorescence polarization; Arf-GAP with SH3 domain, ANK repeat and PH domain-containing protein 1 (Homo sapiens), …; inhibition, % at 16.5 µM; ASAP1-stimulated ARF1 GTP hydrolysis, GDP FP detection; actives 0.19% (n = 360,000); in the data active means inhibition above about 25%;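 further: 0% = vehicle with enzyme and substrate and 100% = no enzyme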
UHRF1 MBD2 ctr – UHRF1 methylated DNA binding inhibitors, primary screen, counter-screen for MBD2 inhibitor project, biochemical, TR-FRET, human UHRF1, single concentration | inhibition, % at 4.4 µM | UHRF1 binding to methylated oligo | E3 ubiquitin-protein ligase UHRF1 (Homo sapiens), Q96T88 | actives 0.75% (n = 370,000); in the data active means inhibition above about 21%;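 further: UHRF1 SRA domain binding a hemimethylated CpG hairpin DNA probe; 0% = median of test compound wells and 100% = reference inhibitor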
Target sequence (Q96T88 whole entry, looked up, the tested form may be a part): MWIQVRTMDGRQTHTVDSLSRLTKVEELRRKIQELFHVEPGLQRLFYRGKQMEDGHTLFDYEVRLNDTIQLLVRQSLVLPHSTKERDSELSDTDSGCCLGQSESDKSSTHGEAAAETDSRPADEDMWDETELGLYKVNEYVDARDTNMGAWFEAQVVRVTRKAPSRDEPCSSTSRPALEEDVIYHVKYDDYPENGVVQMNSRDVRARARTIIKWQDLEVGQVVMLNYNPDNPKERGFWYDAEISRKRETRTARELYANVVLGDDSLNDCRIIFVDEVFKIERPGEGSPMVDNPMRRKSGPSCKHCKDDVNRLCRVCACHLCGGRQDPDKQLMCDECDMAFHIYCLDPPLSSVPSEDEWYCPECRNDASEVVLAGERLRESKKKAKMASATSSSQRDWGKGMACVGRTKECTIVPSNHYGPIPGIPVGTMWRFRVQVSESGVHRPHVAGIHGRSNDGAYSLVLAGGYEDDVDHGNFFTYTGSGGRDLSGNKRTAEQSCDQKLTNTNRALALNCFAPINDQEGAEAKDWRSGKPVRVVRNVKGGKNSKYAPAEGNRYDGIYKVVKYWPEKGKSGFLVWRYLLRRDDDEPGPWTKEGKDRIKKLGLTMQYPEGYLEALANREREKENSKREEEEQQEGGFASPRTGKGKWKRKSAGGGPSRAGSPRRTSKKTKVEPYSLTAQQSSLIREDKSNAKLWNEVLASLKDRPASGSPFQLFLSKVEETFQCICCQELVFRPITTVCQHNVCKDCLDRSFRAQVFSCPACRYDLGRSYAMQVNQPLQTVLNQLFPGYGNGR
proKLK7 act – proKLK7 zymogen activators, primary screen, biochemical, fluorescence intensity; Kallikrein-7 (Homo sapiens), P49862; purified proKLK7, EDANS-DABCYL substrate fluorescence; 100% is mature enzyme control, 0% vehicle; activation, % at 7 µM; actives 0.9% (n = 370,000); AID 652039, 2013;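 active means activation above the mean of all tested compounds plus 3 SD, computed per campaign excluding outliers beyond control limits, cut at about 13% in these data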
An asterisk follows results filed as active; i = inactive; nt = not tested or not shown.

compound	ARFGAP1 inhibitor	Tn6 DDE FP	proKLK7 act	PLC-beta3 inh	Rev-erbA mod	PLCg1 inh	ASAP1 inh	DDE Tn7 FP inh	HGIII-sPLA2 inh	UHRF1 MBD2 ctr
Cc1ccc(-c2nnc3ccc(SC(C)C(=O)O)nn23)cc1 (stereo unspecified)	4	5	4.3	-140	-2	-116	6	-4	1	0
O=C(NC12CC3CC(CC(C3)C1)C2)c1ccc(S(=O)(=O)N2CCOCC2)cc1	4	-8	-0.2	12*	3	5	-3	-2	7	2
Cc1cccc(NC(=O)CC2S/C(=N/c3nccs3)N(C)C2=O)c1 (stereo unspecified)	7	-2	-0.4	3	-2	1	16	-2	-16	0
CC(C)(C)Nc1c(-c2ccc(O)cc2)nc2ccc(Cl)cn12	4	4	0.4	-69	-5	-56	-2	3	-4	2
COc1ccc(OC)c(CN2CCN(C(=O)CCC(=O)c3cccs3)CC2)c1	20	-1	0.1	-11	-7	-5	0	-1	-10	-2
O=C(Nc1ccccc1C(=O)N/N=C/c1ccncc1)c1ccccc1	-8	-6	-0.1	-9	2	-5	-1	0	-3	2
CC(=O)Nc1cc[n+](C(C)C(=O)c2ccc(Br)cc2)cc1 (stereo unspecified)	-1	-3	-0.1	-7	1	1	-2	7	4	1
COc1ccc(C(=O)n2nc(C#N)c(C#N)c2N)cc1	-1	10	0.0	-3	-5	6	-9	1	3	2
O=C(O)CCCn1ccc2cc(S(=O)(=O)N3CCCC3)ccc21	3	2	-0.2	-4	1	-1	-9	4	4	1
Cc1ccc(C#N)c(SCc2ccccc2[N+](=O)[O-])n1	16	-2	-0.9	1	-2	-1	1	2	-5	0
O=c1[nH]cc(Cc2ccccc2)c(=O)[nH]1	1	-6	-0.7	2	1	-5	-5	-13	-2	-1
CCOc1ccc(CN(C)CC(=O)NNC(=O)c2ccc(Cl)cc2)cc1OC	-2	4	-0.7	2	0	3	-13	0	-10	0
COc1cccc(OC(C)c2ccnc3nc(/N=C/N(C)C)nn23)c1 (stereo unspecified)	5	1	2.5	-30	-2	-20	-1	0	7	6
CCN(CC)C(C(=O)Nc1ccc2c(c1)OCO2)c1ccccc1 (stereo unspecified)	-7	2	0.8	3	3	-3	-14	6	4	2
Cc1ccc(-n2ncc3c(=O)n(CC(N)=O)cnc32)cc1	-9	-8	-0.1	-6	9	-1	2	6	-2	-2
CCc1ccc(CN(C(=O)COc2c(C)cccc2C)C2CCS(=O)(=O)C2)cc1 (stereo unspecified)	-6	-8	0.2	0	3	2	10	-2	-20	3
O=c1cc(-c2ccc(Cl)cc2)nc(N2CCN(c3ccccc3)CC2)[nH]1	4	-4	-0.2	-4	5	-2	5	-2	1	3
COc1ccccc1NC(=O)Nc1ccc(Cl)c(S(=O)(=O)Nc2ccccc2OC)c1	-7	-10	0.8	2	-4	0	9	-3	-5	0
CCN(CC(=O)Nc1ccc(OC)cc1)C(=O)CSCc1c(C)noc1C	7	-8	-0.1	-6	-5	-1	16	-3	-7	0
O=C(Cn1c(=O)sc2ccccc21)NCCOc1ccccc1F	-1	3	-0.2	2	1	3	6	4	-1	8
CC(C)(C)c1ccc2c(c1)C(c1ccc3c(c1)OCO3)CC(=O)O2 (stereo unspecified)	-13	12	-0.2	-2	9	0	-9	9	-3	-3
CCCCNC(=O)C(=O)Nc1cc2c3c(c1)CCC(=O)N3CCC2	-5	7	0.8	-6	-4	1	-16	0	1	-2
Cc1ccc(NC(=O)C(C)OC(=O)c2ccc(NS(=O)(=O)c3ccc(F)c(F)c3)cc2)cc1 (stereo unspecified)	-5	-8	0.6	3	0	1	8	-1	-78	-3
O=C1NC2(CCCCC2)C(=O)N1Cc1cccc(C(F)(F)F)c1	-3	4	0.1	2	0	5	-1	-5	4	3
CC(=O)C1C(=O)CC(C)(O)C(C(C)=O)C1c1ccc(N(C)C)cc1 (stereo unspecified)	-2	0	-0.1	0	5	0	1	0	1	1
COc1ccc(C2c3sc(=O)[nH]c3SC3C4CCC(C4)C23)cc1 (stereo unspecified)	-3	-8	0.3	0	0	1	2	-1	-13	-2
Cc1cc(NC(=O)CSc2nc3c(cc2C#N)CCCC3)no1	9	-2	0.8	-38	35*	-36	-6	-1	19	1
COc1cccc(CNC(=O)CCc2nnc(C3CCCCC3)o2)c1	0	-3	0.0	-25	-1	0	-4	-6	-1	-2
O=C(CCc1nnc(CCc2ccccc2)o1)NC(c1cccnc1)C(F)(F)F (stereo unspecified)	6	2	0.2	0	8	3	4	-5	5	1
Cn1c(CCN2CCCCCC2)nc2cc(NC(=O)Nc3ccccc3)ccc21	2	-13	0.3	5	3	3	14	4	-11	2
C[C@@H]1ON(C)[C@H]2C[C@H]3c4[nH]c5c(-c6cccc(Cl)c6)cccc5c4CCN3C(=O)[C@@H]12	3	2	-7.3	i	-3	-426	12	-4	1	-3
N#Cc1c(SCC(=O)N2CCOCC2)nsc1SCC(=O)N1CCOCC1	-1	-9	-0.4	6	0	5	-4	-1	4	3
COc1ccccc1OCC(=O)OCc1cc(-c2ccco2)on1	-15	-1	-0.3	-9	-1	-5	-12	6	4	-1
CN1C(=O)c2ccc(N3CCCC3)cc2C1=O	-8	-2	-34	-354	2	-228	-6	2	1	-12
CCN=C1NC(c2ccc(C(F)(F)F)cc2)C(C(=O)OC)=C(C)N1Cc1cccc(C(F)(F)F)c1 (stereo unspecified)	10	-9	0.2	2	-3	7	-14	-5	-9	-2
O=C(NC1CCCC1)c1ccc(CS(=O)(=O)Cc2ccccc2F)o1	-4	7	0.2	-9	-4	-3	1	-5	7	1
COc1ccc(C2OC(=O)CC2C(=O)NC2CCCCCC2)cc1OC (stereo unspecified)	6	5	0.5	-3	0	0	1	5	8	6
CC(C)N(CCn1c(=S)[nH]c2ccccc2c1=O)C(C)C	-4	2	0.1	2	3	1	-4	-9	5	1
COc1ccc(-c2cnnc(N/N=C/c3c(C)nn(-c4ccccc4)c3Cl)n2)cc1	1	8	0.5	0	-4	4	0	-5	2	0
O=c1cccccc1NN=C1CCCCCC1	0	0	-0.3	-14	-12	-2	9	0	-4	3
O=C(Cn1nc(-c2ccccc2)c2ccccc2c1=O)Nc1ccc2c(c1)nc1n2CCOC1	0	6	0.3	4	0	1	2	9	-7	-4
CCCCCn1c(SCC(=O)OCC)nc2cc(C(=O)NCc3ccco3)ccc2c1=O	3	-5	0.7	3	17	2	0	-10	5	2
CCc1nc2ccc(C(=O)NCCNC(C)=O)cn2c1N(CCC(C)C)CCN(C)C	-1	0	-0.2	-9	12	-6	0	5	13	4
CCN1CCN(c2ccc(S(=O)(=O)N3CCOCC3)cc2NC(=O)c2sccc2C)CC1	9	7	1.0	0	-1	4	0	9	5	3
Cc1ccc(NC(=O)/C(=C\c2ccc([N+](=O)[O-])cc2)NC(=O)c2ccccc2)cc1	3	-5	0.1	-4	1	1	-2	-1	8	3
OC[C@@H]1CN(Cc2cccnc2)C[C@H](n2cnc3c(NC4CCCC4)ncnc32)O1	2	8	0.2	-2	-7	0	-4	2	9	-1
CCOc1ccc(N2CC(C(=O)Nc3ccccc3OC)CC2=O)cc1 (stereo unspecified)	10	0	0.2	1	1	0	12	2	1	2
Cc1ccc2nc(NC(=O)CSc3nc4ccccc4o3)sc2c1	2	3	0.1	-8	12	-3	-7	6	-1	6
O=S(=O)(NCCCCCCNS(=O)(=O)c1c(F)cccc1F)c1ccc2c(c1)OCCO2	-2	5	0.4	-2	4	2	-1	-1	-49	0
CCN(CC)S(=O)(=O)c1ccc(C(=O)Nc2ccc(Cc3ccncc3)cc2)cc1	-2	-9	-0.2	-1	3	-1	12	-5	-24	-2

The list goes on.
compound	ARFGAP1 inhibitor	Tn6 DDE FP	proKLK7 act	PLC-beta3 inh	Rev-erbA mod	PLCg1 inh	ASAP1 inh	DDE Tn7 FP inh	HGIII-sPLA2 inh	UHRF1 MBD2 ctr
COC(=O)[C@]12C[C@H](CC(=O)NCc3cccc4ccccc34)C(=O)N(CCc3ccc(OC)c(OC)c3)C1=C[C@H](C(C)C)O[C@@H]2C1CC1	nt	-5	-0.3	2	8	1	nt	-11	-11	-2
COc1ccccc1CNC(=O)[C@@H]1CCCN1C(=O)C1CCN(S(=O)(=O)c2ccc(C)cc2)CC1	-2	5	-0.1	-2	-2	3	8	-1	0	-2
CCOC(=O)C1(Cc2cccc(OC)c2)CCN(Cc2ccc(C)s2)CC1	-2	5	0.5	-1	7	-1	-8	4	-3	1
COC(=O)CN1C(=O)COc2ccc(S(=O)(=O)NCc3ccccc3)cc21	-3	-8	-0.3	-8	0	-2	12	7	4	1
COc1ccc(COC(=O)C2=C(C)NC(=O)NC2c2ccc(O)cc2)cc1 (stereo unspecified)	2	2	-0.4	-15	-3	2	-1	-2	-8	0
CN(CC(=O)Nc1ccccc1)CC(=O)Nc1ccc(F)cc1	13	-6	0.3	0	5	-2	2	-5	-2	1
Cn1cc(CC(=O)Nc2ccc(Oc3cccnc3)cc2)c2ccccc21	5	4	1.2	-4	1	-3	12	-4	-48	2
Cc1ccccc1CN1CCCCC(NC(=O)Nc2cccc([N+](=O)[O-])c2)C1=O (stereo unspecified)	nt	-3	-0.4	1	-3	0	nt	5	-21	1
Cc1ccc(C)c(N2CCN(C(=O)CCc3nc(-c4ccccc4C(F)(F)F)no3)CC2)c1	-2	8	0.4	-7	1	-2	0	6	-2	17
COc1ccc2nccc(C(N)=O)c2c1	9	-2	13*	i	-2	-431	-13	4	3	0
